# Tau fluor counter: counter-screen for tau fibril formation inhibitors; 280,000 tested, 0.93% active; tau K18 P301L Alexa594 fluorescence, heparin fibrillization; Potency, µM (titrated, usually from 57.7 µM), for the others: at the highest dose activity change, negative = decrease; note: % is set by controls: 0 for no effect and ±100 for the full control effect; nearly all actives have a fitted effect of over 55% in size
#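 Human K18 P301L tau (15 uM unlabeled plus 0.24 uM Alexa 594-labeled, final) in 100 mM sodium acetate pH 7 was mixed with compound and 20 uM heparin and incubated 6 hr at 37 C.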
# Tau fibril ThT: blocks human tau fibril formation measured by thioflavin T | AID 1460 | P10636 | recombinant tau K18 P301L, heparin-induced fibrillization, ThT fluorescence | Potency, µM (top dose mostly 57.4 µM), inactives show at the top dose activity, negative = inhibition, usual class: inhibitors | 270,000 tested, 2.1% active; note: % is set by controls: 0 for no effect and ±100 for the full control effect; nearly all actives have a fitted effect of over 55% in size
# Target sequence (P10636 561-689 P618L limits assumed): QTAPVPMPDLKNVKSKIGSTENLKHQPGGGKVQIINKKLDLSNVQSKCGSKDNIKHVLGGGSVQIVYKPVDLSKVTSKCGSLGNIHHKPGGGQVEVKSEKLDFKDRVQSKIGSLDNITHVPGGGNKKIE
#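 Heparin-induced fibrillization of the P301L-mutant K18 repeat-domain fragment of human tau was followed by ThT binding in quantitative high-throughput format.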
# GAA spleen mod: lysosomal alpha-glucosidase (human) modulation | P10253 | human spleen homogenate, 4-MU-alpha-glucoside fluorescence | Potency, µM (highest dose often 79.9 µM), without a hit: top-dose activity change, negative = inhibition, actives largely listed as inhibitors | 240,000 tested, 0.006% active | AID 2112;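 note: 0% = enzyme with vehicle and -100% = no enzyme basal signal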
#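 AC50 values come from Hill-equation fits of concentration-response data, normalized to no-enzyme and full-activity controls. Enzyme source: 1 ug human spleen homogenate; 1 mM fluorogenic 4-MU glucoside, pH 5.0 citrate buffer, 37 C, 40 min.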
# GAA inh: blocks human lysosomal alpha-glucosidase | Potency, µM (titrated, usually from 76.9 µM), inactives show at the top dose activity change, negative = inhibition, most hits filed as inhibitors | P10253 | 200,000 tested, 0.005% active | purified human GAA, 4-MU-alpha-glucoside fluorescence;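 note: plate controls were uninhibited enzyme wells for no effect and no-enzyme background for full effect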
#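 Read-out is 4-methylumbelliferone fluorescence (Ex 365/Em 440 nm) after NaOH/glycine stop at pH 10. Enzyme 4 nM, substrate 400 uM, pH 5.0 citrate buffer, 20 min room temperature; AC50 from Hill-equation concentration-response.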
# Tau FP inhib: blocks human tau fibril formation measured by polarization; P10636; K18 P301L tau heparin fibrillization, Alexa594 FP, 6 h; Potency, µM (top dose mostly 57.7 µM), for inactives: at the highest dose activity, negative = inhibition, usual class: inhibitors; 280,000 tested, 0.39% active; AID 1468; note: % is set by controls: 0 for no effect and ±100 for the full control effect; nearly all actives have a fitted effect of over 55% in size
#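 Heparin (20 uM) drove fibril formation of recombinant tau K18 P301L, 15 uM unlabeled with 0.24 uM Alexa 594 label, for 6 hr at 37 C in 100 mM sodium acetate pH 7. Fluorescence polarization (555/632 nm) read 1 hr after 30 uM ThT.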
# HTT ATP protect: cytoprotection in Huntington HTT-Q103 PC12 cell model. 230,000 tested, 0.14% active. PC12 HTT-Q103 induced, cytoprotection, ATP luminescence, 40 h. Potency, µM (series often up to 56.4 µM), inactives show cytoprotection (ATP increase), hits mostly activators;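 note: % of control where 0% means no effect; nearly all actives have a fitted effect of over 45% in size; toxic huntingtin expression switched on by the ecdysone agonist tebufenozide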
#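 Readout: ATPlite luminescence (ATP level). Model: stable PC12, inducible Htt exon1 Q103-GFP. Inducer: tebufenozide, 100 nM final. Compounds: dose series. No G418 in medium.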
# GAA glycogen: alters human alpha-glucosidase cleavage of glycogen; P10253; recombinant GAA, glycogen substrate, Amplex Red glucose oxidase fluorescence; Potency, µM (titrated, usually from 76.4 µM), without a hit: at the highest dose activity change, negative = inhibition, usual class: inhibitors; 300,000 tested, 0.38% active; AID 2100;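 note: 0% = full enzyme reaction and -100% = no-enzyme basal signal; the screen sought inhibitors and activators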
#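 Recombinant enzyme (4 nM final) with compounds titrated up to 77 uM and bovine liver glycogen (30 ug) in citrate pH 5.0, 0.01% Tween-20, 37 C 40 min. Released glucose detected by Amplex Red/glucose oxidase (Ex 573/Em 610); AC50 from Hill fits.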
# aGal spleen mod: alpha-galactosidase A (human) modulation; human spleen homogenate, 4MU-alpha-Gal fluorescence, 40 min; Potency, µM (doses to about 80 µM), inactives show at the highest dose activity change, negative = inhibition, usual class: inhibitors; 240,000 tested, 0.008% active; P06280; AID 2107;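 note: 0% = enzyme with vehicle and -100% = no enzyme basal signal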
# Target sequence (P06280 32-429 limits assumed): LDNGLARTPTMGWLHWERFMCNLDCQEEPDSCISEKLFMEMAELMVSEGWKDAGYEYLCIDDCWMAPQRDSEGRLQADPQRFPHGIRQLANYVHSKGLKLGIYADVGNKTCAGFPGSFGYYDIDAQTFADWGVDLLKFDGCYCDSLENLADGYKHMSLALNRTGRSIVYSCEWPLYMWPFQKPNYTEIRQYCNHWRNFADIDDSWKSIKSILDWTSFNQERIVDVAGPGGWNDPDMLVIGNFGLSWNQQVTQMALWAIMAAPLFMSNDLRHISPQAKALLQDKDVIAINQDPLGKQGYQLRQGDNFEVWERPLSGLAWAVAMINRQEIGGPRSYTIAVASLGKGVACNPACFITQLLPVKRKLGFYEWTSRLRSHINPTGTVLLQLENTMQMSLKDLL
#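 Human spleen homogenate (1 ug) was the enzyme source, with 4-methylumbelliferyl-alpha-D-galactopyranoside (1 mM final) in pH 5.0 citrate buffer with 0.01% Tween-20. Compounds were titrated; after 40 min at 37C, NaOH/glycine stop, 4-MU fluorescence read; AC50 from Hill fits.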
# * hit, by the source's call; ? = inconclusive; / = not tested or not shown; & = joins results of further samples; [ ] = dose if it differs, or a comment. Calls come from the whole dose curve; as a rule, active = well fitted curve in the direction sought with a large enough effect; inconclusive = small, poorly fitted or top-dose-only effect, or another doubt; inactive = no such curve, though single readings can be large; an effect the other way counts as inactive or inconclusive. Potency is the fitted concentration of half-maximal effect.
# Screens by letter – A = Tau fluor counter; B = Tau fibril ThT; C = GAA spleen mod; D = GAA inh; E = Tau FP inhib; F = HTT ATP protect; G = GAA glycogen; H = aGal spleen mod
CC1CCc2c(sc(NC(=O)COc3ccccc3)c2C(=O)Nc2ccccc2Cl)C1 (configuration not stated)
  A: 3%; B: 0%; C: /; D: /; E: 0%; F: /; G: -5%[76.3 µM]; H: /
COc1ccc(OC)c(N(CC(=O)NCc2ccccn2)S(C)(=O)=O)c1
  A: -6%; B: -6%; C: -13%; D: 0%; E: 5%; F: 4%; G: -3%; H: -3%
CCCCC(c1nnnn1CC1CCCO1)N1CCN(c2nc3ccccc3s2)CC1 (configuration not stated)
  A: -5%; B: ?; C: 2%; D: -8%; E: 8%; F: 18%[10 µM]; G: -4%; H: 6%
NC(=O)CSC1=Nc2ccccc2C2=NC(CCC(=O)NCc3ccc(F)cc3)C(=O)N12 (configuration not stated)
  A: -8%; B: -8%; C: 1%; D: ?; E: -13%; F: 6%; G: -7%; H: 23%
COc1ccc(C2C(C(C)=O)=C(O)C(=O)N2c2nccs2)cc1 (configuration not stated)
  A: 1%; B: -1%; C: -10%; D: -3%; E: 0%; F: -11%; G: 1%; H: -7%
COc1ccc(CNc2nc3nc(C)c(Cl)c(=O)n3[nH]2)cc1
  A: 2%; B: -10%; C: 3%; D: -8%; E: 6%; F: -8%[10 µM]; G: 12%; H: -1%
CC1(OC(=O)C2CCCC2)C(=O)C=C2C=C(c3ccsc3)N(c3cccc(C#N)c3)C=C2C1=O (configuration not stated)
  A: 2%[11.6 µM]; B: 1%[11.5 µM]; C: -3%[17.4 µM]; D: /; E: 0%[11.6 µM]; F: -23%[10 µM]; G: /; H: 2%[17.5 µM]
Cc1cc(=O)n2c(n1)NC(=NCc1ccccc1)NC2c1ccccc1 (configuration not stated)
  A: -4%; B: 3%; C: -3%; D: -2%; E: -9%; F: -10%[10 µM]; G: 10%; H: 7%
C=CCSc1nnc2nc3c(nn12)c1cc(C)ccc1n3CC=C
  A: -5%; B: 28µM*; C: -1%; D: -3%; E: 3%; F: -1%; G: -4%; H: 3%
COc1ccccc1CNC(=O)C1(NC(=O)Nc2ccc(C)cc2)CCCCC1
  A: -12%; B: -1%; C: -4%; D: -1%; E: -3%; F: -8%; G: -12%; H: -10%
O=C(CN1CCN(C(=O)c2ccccc2F)CC1)Nc1ccc(Br)cc1
  A: 1%; B: -3%; C: 1%; D: -4%; E: -7%; F: 20%[10 µM]; G: -8%; H: -4%
Cc1cnc(C(=O)Nc2ccc(C)c(S(=O)(=O)N(C)C)c2)cn1
  A: -4%; B: -1%; C: -4%; D: -5%; E: -2%; F: -5%[10 µM]; G: 4%; H: 10%
COc1ccc(OC)c(CN2CCN(C(=O)c3cccc4ccccc34)CC2)c1
  A: -3%; B: -8%; C: -18%; D: -6%; E: 7%; F: -21%[10 µM]; G: -25%; H: -21%
O=C(C[n+]1cccc2ccccc21)c1ccc([N+](=O)[O-])cc1
  A: -2%; B: ?; C: 8%; D: -6%; E: 11%; F: 13%[10 µM]; G: 11%; H: 5%
CCCn1c(SCC(=O)NCCc2ccccc2)nnc1C(C)C
  A: 5%; B: /; C: 3%; D: /; E: 1%; F: 9%[10 µM]; G: 2%; H: 10%
CCOc1ccc(C(=O)NC2CCN(CC(=O)NCc3cccs3)CC2)cc1
  A: -2%; B: -3%; C: -3%; D: ?; E: 2%; F: ?; G: 15%; H: -11%
O=C(CNC(=O)c1cccs1)N/N=C/c1ccco1
  A: -4%; B: -5%; C: -6%; D: -7%; E: -1%; F: -29%; G: 6%; H: -5%
Oc1cccc(-c2nc(-c3cccs3)c(-c3cccs3)[nH]2)c1
  A: 13µM*[quencher]; B: 16µM*; C: /; D: /; E: ?; F: /; G: -11%[76.3 µM]; H: /
COC(=O)c1ccc(=O)n(-c2ccc(OC)cc2)c1
  A: -6%; B: -13%; C: 0%; D: -4%; E: -2%; F: -4%; G: -2%; H: -7%
COc1ccc(OC)c(NC(=O)c2c(NC(=O)CNCc3ccco3)sc3c2CCC3)c1
  A: -14%; B: -11%; C: -5%; D: ?; E: 7%; F: -12%; G: -16%; H: 11%
COc1ccc(OC)c(C2CC(=O)Nc3ccc4ccccc4c32)c1 (configuration not stated)
  A: -16%; B: -16%; C: /; D: /; E: -10%; F: /; G: -12%[76.3 µM]; H: /
CCn1c(CNC(=O)c2ccc(OC)cc2)nnc1SC
  A: -3%; B: -4%; C: -7%; D: -2%; E: -4%; F: -16%; G: 2%; H: -5%
COc1ccc(OCC(=O)N/N=C(\C)c2cccs2)cc1
  A: -6%; B: -17%; C: 4%; D: /; E: -2%; F: 0%[10 µM]; G: 1%; H: 3%
Cc1cc(O)cc2c1C(c1ccc(F)cc1)CC1(CC(C)(C)NC(=S)N1)O2 (configuration not stated)
  A: -8%; B: -2%; C: -2%; D: 4%; E: -2%; F: 30%[10 µM]; G: -10%; H: 1%
COc1ccc(CNC(=O)COc2ccc(S(=O)(=O)NC(C)C)cc2)cc1
  A: -4%; B: -4%; C: -3%; D: 2%; E: -9%; F: 18%[0.074 µM]; G: -4%; H: 2%

# Entries listed so far printed as active in Tau fibril ThT:
compound,Tau fibril ThT,GAA inh,Tau FP inhib,GAA glycogen,aGal spleen mod
C=CCSc1nnc2nc3c(nn12)c1cc(C)ccc1n3CC=C,28µM*,-3%,3%,-4%,3%
Oc1cccc(-c2nc(-c3cccs3)c(-c3cccs3)[nH]2)c1,16µM*,/,?,-11%[76.3 µM],/

# Part of the list above in a different format.
smiles,Tau fluor counter,Tau fibril ThT,GAA spleen mod,GAA inh,Tau FP inhib,HTT ATP protect,GAA glycogen,aGal spleen mod
COc1ccc(C2C(C(C)=O)=C(O)C(=O)N2c2nccs2)cc1 (configuration not stated),1%,-1%,-10%,-3%,0%,-11%,1%,-7%
COc1ccc(CNc2nc3nc(C)c(Cl)c(=O)n3[nH]2)cc1,2%,-10%,3%,-8%,6%,-8%[10 µM],12%,-1%
CC1(OC(=O)C2CCCC2)C(=O)C=C2C=C(c3ccsc3)N(c3cccc(C#N)c3)C=C2C1=O (configuration not stated),2%[11.6 µM],1%[11.5 µM],-3%[17.4 µM],/,0%[11.6 µM],-23%[10 µM],/,2%[17.5 µM]
Cc1cc(=O)n2c(n1)NC(=NCc1ccccc1)NC2c1ccccc1 (configuration not stated),-4%,3%,-3%,-2%,-9%,-10%[10 µM],10%,7%

# Additional results.
# The line under a structure holds: Tau fluor counter | Tau fibril ThT | GAA spleen mod | GAA inh | Tau FP inhib | HTT ATP protect | GAA glycogen | aGal spleen mod
> CCC(C(=O)NCc1ccco1)N(C(=O)CNS(=O)(=O)c1ccccc1)C1CCCCC1 (configuration not stated)
→ -6% | -16% | 1% | -5% | 2% | -6% | -5% | 0%
> CCCCN=Cc1c(C)[nH]n(-c2ccccc2)c1=S
→ -13% | ? | / | -1% | -9% | 15% | ? | -4%
> CCN(CC)c1ccc(/C=N/Nc2nn[nH]n2)cc1
→ -15% | ? | -3% | / | 0% | -5%[10 µM] | ? | 3%
> CCOc1ccc(NC(=O)c2cccc(-n3cnnn3)c2)cc1
→ 2% | -4% | -2% | -1% | -7% | -24%[10 µM] | 3% | -6%
> O=C(O)C1=C(C(=O)N2CCN(C(=O)c3ccco3)CC2)CCCC1
→ 4% | -6% | 5% | 5% | 4% | -8% | -22% | 13%
> CCCCCCCC[n+]1cccc(C(=O)N2c3c(nc(N)[nH]c3=O)NC(C)C2C)c1 (configuration not stated)
→ -5% | -9% | -7% | -3% | -2% | / | 8% | -5%
> O=C(CN1CCN(S(=O)(=O)c2ccc(F)cc2)CC1)Nc1ccc2c(c1)OCO2
→ -14% | -17% | -8% | -9% | 2% | 0% | 3% | -8%
> O=C(NNC(=O)C1CCCO1)c1ccc(Cl)cc1 (configuration not stated)
→ -2% | 2% | -9% | 2% | -7% | 15%[10 µM] | 10% | -4%
> Cc1nnc2n(c1=O)C(CS(=O)(=O)c1ccc3ccccc3c1)CS2 (configuration not stated)
→ -7% | -16% | 6% | 4% | -5% | -21% | 12% | 0%
> Nc1nc(NC(=O)CCC(=O)O)nn1-c1ccccc1
→ -15% | / | -20% | / | 5% | -6%[10 µM] | 3% | 1%
> CCSc1ncc(Cl)c(C(=O)Nc2ccc(S(=O)(=O)N3CCC(C)CC3)cc2)n1
→ -30% | -7% | / | / | -9% | / | 4%[76.3 µM] | /
> O=C(NC1CCCC1)c1ccc(Cn2c(=O)[nH]c3ccsc3c2=O)cc1
→ 2% | 1% | 6% | / | -7% | 7%[10 µM] | -4% | 2%
> CCOC(=O)c1oc2nc(C(C)C)c3c(c2c1N)CC(C)(C)OC3
→ -9% | -7% | 5% | 7% | 0% | -33%[0.074 µM] | 2% | 9%
> CCOc1ccccc1-n1cc2c(c1-c1ccc(OC)cc1)c(=O)n(C)c(=O)n2C
→ -5% | -11% | / | / | 5% | / | -2%[76.3 µM] | /
> CSc1ccccc1NC(=O)c1onc(C)c1Cl
→ -19% | -16% | 2% | -4% | 0% | -4% | -2% | -2%
> CCCC(=O)c1ccc(N2CCOCC2)c(F)c1
→ -5% | -14% | -7% | -4% | 9% | -16% | -11% | -1%
> O=S(=O)(Nc1cccc2cn[nH]c12)c1ccc(F)cc1
→ -6% | -5% | -19% | -10% | 7% | -11%[0.074 µM] | 1% | 14%
> CC/C=C\C/C=C\C/C=C\CCCCCCCCCCCC(=O)O
→ 4%&-7% | ? | -5%&13% | / | -3%&-2% | 7%&11% | / | -4%&12%
> CN(Cc1ccccc1)C(=O)c1ccc2c(c1)N(Cc1ccc(Cl)cc1)C(=O)c1ccccc1S2=O (configuration not stated)
→ -8% | -2% | / | / | 5% | / | 0%[76.3 µM] | /

# Entries of single compounds as entered above. Order of screens: Tau fluor counter | Tau fibril ThT | GAA spleen mod | GAA inh | Tau FP inhib | HTT ATP protect | GAA glycogen | aGal spleen mod
# Nc1nc(NC(=O)CCC(=O)O)nn1-c1ccccc1 is entered as -15% | / | -20% | / | 5% | -6%[10 µM] | 3% | 1%
# CCN(CC)c1ccc(/C=N/Nc2nn[nH]n2)cc1 is entered as -15% | ? | -3% | / | 0% | -5%[10 µM] | ? | 3%

# Screening results as filed in PubChem BioAssay.
